OXTR agonist = human OXTR agonists, primary screen, fluorescence, CHO-OTR cells, Fluo-8 calcium. Fluo-8 calcium fluorescence; normalized: DMSO 0%, oxytocin 100%. activation, % at 3 µM. AID 2435, 2010. actives 0.32% (n = 320,000). Oxytocin receptor (Homo sapiens), P30559;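 active means activation above the mean of all tested compounds plus 3 SD, cutoff set per screening run, cut at about 20% in these data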;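 further: peak over basal fluorescence ratio from a 100 s FLIPR kinetic read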
MEKK2 WT-MEK5 = modulators of MEK5 binding to wildtype MEKK2, primary screen, biochemical, multiplex bead flow cytometry, Alexa488-MEK5 | Mitogen-activated protein kinase kinase kinase 2 (Homo sapiens), Q9Y2U5 | Alexa488-MEK5 binding to MEKK2 WT; actives lie on both sides | binding response (% of control), % at 10 µM | actives 1.1% (n = 290,000); in the data active means binding response below about 67% or above about 130%; inconclusive means no clear call, values can overlap the other calls; inactive means in between
MEKK3 PB1 HTS = modulators of MEKK3-MEK5 PB1 binding, primary screen, biochemical, wildtype MEKK3, multiplex bead flow cytometry, Alexa488-MEK5; binding response (% of control), % at 10 µM; Mitogen-activated protein kinase kinase kinase 3 (Homo sapiens), Q99759; bead-based flow cytometry, Alexa488-MEK5 binding to MEKK3; actives lie on both sides; 0 = blocked by unlabeled MEK5, 100 = vehicle; actives 1.4% (n = 290,000); AID 1529, 2009;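 active means binding response more than 3 SD above or below the average of its plate-row segment, actives on both sides; inconclusive means wells at one plate position flagged as instrument error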;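 further: Alexa488 bead fluorescence after subtracting the streptavidin-only scavenger bead signal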
GalR3 antagonist = GalR3 antagonists in HEK293 cells, primary screen, cell-based, fluorescence readout. HEK293 GalR3-CNG cAMP membrane potential fluorescence; galR3 body fused to GalR1 C-terminus. inhibition, % at 3 µM. actives 0.44% (n = 360,000). AID 651719, 2012;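 active means inhibition above the screen-wide average plus 3 SD, cut at about 13% in these data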;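 further: forskolin and galanin both at EC90 stimulate the cells; cAMP rise reported by CNG channel membrane potential dye signal; 0% = forskolin plus galanin with DMSO and 100% = forskolin alone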
PHOSPHO1 inh = PubChem AID 1565 | Phosphoethanolamine/phosphocholine phosphatase (Homo sapiens), Q8TCT1 | recombinant PHOSPHO1, absorbance phosphatase assay | inhibition, % at 13.3 µM | actives 1.1% (n = 290,000); in the data active means inhibition above about 60%
Target sequence (Q8TCT1 whole entry, looked up): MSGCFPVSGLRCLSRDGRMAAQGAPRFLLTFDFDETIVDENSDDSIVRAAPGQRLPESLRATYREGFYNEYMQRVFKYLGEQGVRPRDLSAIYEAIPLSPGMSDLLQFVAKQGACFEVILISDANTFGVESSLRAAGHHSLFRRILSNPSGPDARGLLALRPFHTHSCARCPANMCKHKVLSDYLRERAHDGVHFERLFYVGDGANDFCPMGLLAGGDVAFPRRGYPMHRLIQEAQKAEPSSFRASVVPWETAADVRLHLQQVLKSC
GPR7 antag = GPR7 receptor antagonists, primary screen, cell-based, fluorescence, single concentration; AID 1861, 2009; inhibition, % at 4.4 µM; Neuropeptides B/W receptor type 1 (Homo sapiens), P48145; GPR7-expressing cells, fluorescence antagonist assay; actives 1.1% (n = 290,000); in the data active means inhibition above about 16%, passing the limit was not always enough;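 further: cells stimulated with the agonist NPW; 0% = agonist with vehicle and 100% = vehicle without agonist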
Target sequence (P48145 whole entry, looked up): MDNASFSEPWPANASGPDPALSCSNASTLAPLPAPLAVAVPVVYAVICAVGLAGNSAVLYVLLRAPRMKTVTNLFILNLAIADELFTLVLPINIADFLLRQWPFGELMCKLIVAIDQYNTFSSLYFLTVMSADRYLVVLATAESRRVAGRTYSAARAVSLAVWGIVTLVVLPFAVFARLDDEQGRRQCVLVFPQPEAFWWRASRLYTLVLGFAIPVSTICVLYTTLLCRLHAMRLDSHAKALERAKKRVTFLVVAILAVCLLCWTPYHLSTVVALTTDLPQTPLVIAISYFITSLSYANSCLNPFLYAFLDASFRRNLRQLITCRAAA
NALP1 yeast inh = NALP1 inflammasome inhibitors in reconstituted yeast, colorimetric, S. cerevisiae, triplicate retest | S. cerevisiae NALP1/ASC/caspase-1 growth, X-gal OD620, 72 h | inhibition, % at 10 µM | actives 0.61% (n = 280,000) | AID 2071, 2009; in the data active means inhibition mostly above about 24%, no sharp cut-off; inactive means mostly below about 32%; further: some compounds called inactive have numbers as strong as hits
MEKK2 mut-MEK5 = MEK5 binding signal on mutant MEKK2 PB1, primary screen, biochemical, multiplex bead flow cytometry, Alexa488-MEK5; AID 1530, 2009; Alexa488-MEK5 binding to MEKK2 mutant; actives 0.35% (n = 290,000); percent response, % at 10 µM; in the data active means percent response above about 24%, passing the limit was not always enough; further: inactives centre near 1; some results filed as inactive read as strong as hits; reference of the scale not given here
V1R ag counter = agonists of human V1a receptor, primary screen, counter-screen for OXTR agonist project, fluorescence, CHO-V1R cells; AID 2797, 2010; activation, % at 3 µM; actives 0.25% (n = 320,000); Fluo-8 calcium fluorescence, agonist mode; 0% DMSO, 100% 3 nM vasopressin;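 active means activation above the mean activation of all tested compounds plus 3 SD, per screening run, cut at about 20% in these data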;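 further: signal is peak over basal fluorescence ratio across a 100 second FLIPR read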
Target sequence (P37288 whole entry, looked up): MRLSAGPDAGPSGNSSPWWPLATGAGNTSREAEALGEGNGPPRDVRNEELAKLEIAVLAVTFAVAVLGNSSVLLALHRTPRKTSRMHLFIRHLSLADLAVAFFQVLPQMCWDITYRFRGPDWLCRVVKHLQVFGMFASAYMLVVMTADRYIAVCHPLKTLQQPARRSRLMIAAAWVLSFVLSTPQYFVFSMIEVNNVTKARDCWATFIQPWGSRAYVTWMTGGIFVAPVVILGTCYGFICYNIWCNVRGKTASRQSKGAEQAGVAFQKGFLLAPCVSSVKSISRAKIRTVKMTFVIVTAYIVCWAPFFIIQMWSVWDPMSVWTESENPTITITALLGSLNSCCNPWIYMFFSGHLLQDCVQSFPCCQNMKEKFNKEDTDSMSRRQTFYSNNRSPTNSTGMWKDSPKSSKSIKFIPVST
Starred values were filed as active, the others as inactive; ? = inconclusive; nt = not tested or not shown. The list is partial; rates above refer to the full screens.

SMILES	OXTR agonist	MEKK2 WT-MEK5	MEKK3 PB1 HTS	GalR3 antagonist	PHOSPHO1 inh	GPR7 antag	NALP1 yeast inh	MEKK2 mut-MEK5	V1R ag counter
N=C1c2ccccc2CN1NC(=O)C1CC1	-0.9	102.0	108.0	-11.7	2.5	-9.4	25.9	-1.0	0.0
O=C1CC(=O)N(c2ccc(Cl)cc2)C(=O)N1	1.1	121.0	110.0	-6.0	39.1	-6.8	18.2	11.0	0.3
CCCCCSc1cc(OC)c(CCN(C)C)cc1OC	4.4	111.0	96.0	-8.9	13.6	18.3	21.7	2.0	4.0
CCn1ccnc1CN1CCCC(C(=O)c2cc(C)c(OC)c(C)c2)C1 (centres undefined)	2.6	103.0	95.0	-4.5	23.0	-4.8	13.7	-9.0	0.9
Nc1ccccc1C(=O)OCC(=O)c1ccc2c(c1)OCCO2	1.1	95.0	95.0	-3.2	8.0	2.9	-8.8	-6.0	2.2
CCc1cc2c(s1)NC(=O)CN=C2c1cccs1	-1.5	95.0	97.0	-4.0	3.6	2.7	3.5	-5.0	-1.0
COCCOC(=O)c1c(C)oc2ccc(OC(=O)N(C)C)cc12	-0.4	106.0	102.0	-5.0	2.6	-3.0	19.0	0.0	1.2
O=C(NC1CN2CCC1CC2)c1cc(Cl)c([N+](=O)[O-])c2nc[nH]c12 (centres undefined)	0.6	109.0	108.0	2.0	-5.0	-5.8	20.8	6.0	-0.1
CCCCn1c(NC(=O)c2ccco2)c(C(=O)OCC)c2nc3ccccc3nc21	-0.8	96.0	100.0	2.0	-6.8	-3.7	19.7	-2.0	0.9
CC1CCN(CCc2nc3ccccc3[nH]2)CC1	-0.5	108.0	102.0	-7.4	22.2	-8.5	32.5	12.0	-0.3
COc1cc(CC2C(=O)N(C)C(=O)N(C)C2=O)ccc1OCc1ccccc1	-0.7	101.0	96.0	-2.5	-16.0	-6.5	14.6	0.0	-0.1
Cc1nn(Cc2ccccc2Cl)c(C)c1C(=O)NC1CCCc2ccccc21 (centres undefined)	-2.2	97.0	95.0	-9.7	-6.7	5.0	21.4	-2.0	2.0
CC(C)N1OC2CC1c1nc3ccccc3n1C2 (centres undefined)	0.3	87.0	90.0	-3.0	0.1	nt	-5.3	-22.0	0.4
N#CC(C#N)=Cc1ccc(N2CCOCC2)cc1	-0.2	92.0	91.0	-5.3	15.8	-1.1	nt	-17.0	1.8
CN1CCc2c([nH]c3ccccc23)C1	0.6	102.0	99.0	-6.3	11.8	-7.3	6.8	2.0	0.3
CCC1=Nc2cc(C(=O)N3CCC4(CC3)OCCO4)ccc2Sc2ccc(Br)cc21	-2.1	97.0	99.0	-5.4	31.9	20.5	20.2	-7.0	1.1
CC(C)OC(=O)c1c(N)n(CC2CCCO2)c2nc3ccccc3nc12 (centres undefined)	-1.9	103.0	103.0	-2.5	9.7	0.4	nt	8.0	0.0
COC(=O)C1=C(c2ccc(S(C)(=O)=O)cc2)C[C@@H]2CC[C@H]1N2C(=O)NCc1ccccc1	-0.3	103.0	104.0	-7.3	nt	nt	nt	3.0	-0.7
Cc1[nH]c2ccccc2c1CCNCc1cccnc1	1.2	106.0	103.0	-0.6	24.0	-6.0	-0.2	11.0	0.5
CCOP(=O)(OCC)C(NC(=O)Cc1ccccc1)C(Cl)(Cl)Cl (centres undefined)	0.2	nt	nt	-2.6	21.4	-6.3	-10.9	nt	0.1
COc1ccc(CCC(=O)N2C[C@H]3C[C@@H](C2)c2cccc(=O)n2C3)cc1	0.1	103.0	99.0	-7.2	18.2	0.5	-0.7	5.0	0.7
CCCCN1C(=O)NC(=O)C2(Cc3ccccc3N3CCOCC32)C1=O (centres undefined)	0.6	112.0	112.0	-3.9	-0.3	-8.4	-2.3	1.0	-0.3
O=c1ccc2cc(O[C@@H]3O[C@@H](CO)[C@H](O)[C@@H](O)[C@@H]3O)c(O)cc2o1	-0.4	102.0	102.0	2.1	-2.4	10.4	8.6	-1.0	0.7
COc1ccccc1CCNCc1cc2c(cc1[N+](=O)[O-])OCO2	1.3	108.0	104.0	-6.0	-78.9	8.8	16.5	7.0	0.7
COc1ccc(C(C)=O)cc1CC(C(=O)c1ccc(C)cc1)N(C)C (centres undefined)	-1.2	106.0	99.0	-2.4	-6.2	-7.4	33.5	4.0	0.5
COC(=O)Cn1cc(C=C2C(=O)N(C)C(=O)N(C)C2=O)c2ccccc21	-0.4	98.0	96.0	-8.4	nt	-1.9	-32.7	-3.0	3.4
COc1cccc(CNC2CN3CCC2CC3)c1OC (centres undefined)	-0.3	99.0	102.0	3.0	10.7	-4.1	19.4	3.0	0.0
COc1ccc(NC(=O)c2c(C)nn(Cc3ccccc3Cl)c2Cl)cc1Cl	3.1	86.0	98.0	1.8	-11.2	8.6	13.9	10.0	3.3
O[C@@H]1CCCN2CCc3c([nH]c4ccccc34)[C@H]12	1.4	107.0	105.0	-7.2	nt	nt	nt	4.0	1.0
COc1ccc2c(CCN)c[nH]c2c1	-0.3	104.0	101.0	-3.1	-77.5	12.4	2.8	8.0	1.1

Of the compounds above, these have a furan ring, fused or not:
SMILES	OXTR agonist	MEKK2 WT-MEK5	MEKK3 PB1 HTS	GalR3 antagonist	PHOSPHO1 inh	GPR7 antag	NALP1 yeast inh	MEKK2 mut-MEK5	V1R ag counter
COCCOC(=O)c1c(C)oc2ccc(OC(=O)N(C)C)cc12	-0.4	106.0	102.0	-5.0	2.6	-3.0	19.0	0.0	1.2
CCCCn1c(NC(=O)c2ccco2)c(C(=O)OCC)c2nc3ccccc3nc21	-0.8	96.0	100.0	2.0	-6.8	-3.7	19.7	-2.0	0.9

Further results:
SMILES	OXTR agonist	MEKK2 WT-MEK5	MEKK3 PB1 HTS	GalR3 antagonist	PHOSPHO1 inh	GPR7 antag	NALP1 yeast inh	MEKK2 mut-MEK5	V1R ag counter
O=C(Nc1ccccc1)NC1CC2CCC(C1)N2 (centres undefined)	0.4	100.0	99.0	-5.5	29.0	19.1	9.0	1.0	0.5
Cc1ccc2c(c1)C1CN(C)CCC1N2C(=O)/C(C#N)=C/c1ccc2c(c1)OCO2 (centres undefined)	1.0	113.0	102.0	-2.6	12.7	-6.1	-10.9	5.0	-0.4
COc1cc(C=C2C(=O)NC(=O)NC2=O)ccc1OS(=O)(=O)c1ccccc1[N+](=O)[O-]	3.3	89.0	99.0	-5.4	30.4	-11.5	-16.2	-7.0	2.3
COc1ccc(N=Cc2c(O)n(CC3CCCO3)c(=O)[nH]c2=O)cc1 (centres undefined)	0.3	92.0	90.0	-2.9	9.5	-6.8	22.6	-5.0	-0.1
CCOc1ccc(-n2c(CC)nc3ccccc3c2=O)cc1	-1.6	95.0	91.0	-2.6	-11.7	-1.0	21.6	-10.0	-1.0
Cc1ccccc1Cc1c(C)nc2nc(SCC(=O)N3CCC4(CC3)OCCO4)nn2c1C	-0.4	94.0	94.0	-2.4	4.6	4.1	2.4	-4.0	-0.1
CNC(=S)N1CCn2cccc2C1c1cccnc1 (centres undefined)	1.1	104.0	106.0	-6.7	-19.6	1.0	-6.9	0.0	2.2
Cc1ccc2c(c1)CC1(CN2C)C(=O)NC(=O)N(CCC2=CCCCC2)C1=O (centres undefined)	1.6	100.0	107.0	-1.3	15.5	-10.6	-6.4	0.0	0.6
COc1cccc(-n2c(O)c(C=Nc3c(C)n(C)n(-c4ccccc4)c3=O)c(=O)[nH]c2=O)c1	-0.2	98.0	105.0	-2.2	-2.6	-13.1	18.3	-5.0	0.8
COC(=O)[C@H]1C[C@@H]1[C@H](NP(=O)(c1ccccc1)c1ccccc1)c1ccccc1	-0.6	99.0	105.0	-10.0	18.5	14.4	16.6	3.0	9.0
CN1CC(C(=O)c2ccccc2)C(c2ccccc2)C1 (centres undefined)	0.1	100.0	100.0	-9.1	nt	-4.7	22.4	0.0	1.6
COc1ccc(N2C(=O)NC(=O)/C(=C\c3cn(CC(=O)N4CCOCC4)c4ccccc34)C2=O)c(OC)c1	0.1	97.0	97.0	2.4	28.1	2.0	20.4	2.0	0.7
OC1(c2ccc(F)cc2)CCNC1 (centres undefined)	0.0	94.0	102.0	-4.2	3.9	-7.7	3.9	0.0	-1.2
O=c1cccc2n1CC1CC2CN(C(c2cccc(F)c2)c2sc3ncnn3c2O)C1 (centres undefined)	-0.3	104.0	106.0	nt	46.5	-19.6	nt	9.0	0.6
CC12CN3CC(C)(CN(C1)C3c1ccncc1)C2=O (centres undefined)	0.3	103.0	103.0	-3.1	11.1	-3.8	-25.3	3.0	0.2
CC(C)COC(=O)c1ccccc1C(=O)OCC(C)C	-2.0	90.0	109.0	-6.4	8.5	nt	1.2	4.0	-0.9
CN1C(=O)NC(=O)/C(=C\c2ccc([N+](=O)[O-])o2)C1=O	0.4	93.0	100.0	nt	-10.0	-8.9	-7.7	-5.0	0.3
O=c1c2ccccc2nc(N2CCCC2)n1-c1ccccc1	-1.2	109.0	112.0	-1.0	-5.3	4.6	-9.3	16.0	-1.4
Cc1ccc(S(=O)(=O)N2CCCC2c2cccnc2)cc1 (centres undefined)	-1.1	95.0	94.0	1.9	36.8	-4.7	9.0	-2.0	-0.2
Cc1c2cnn(CC(=O)N3CCC4(CC3)OCCO4)c(=O)c2c(C)n1Cc1ccccc1F	-0.4	105.0	98.0	4.3	-1.4	-12.3	15.1	3.0	0.4
CSCCC(NC(=O)CCC(=O)OC1CC[C@H]2[C@@H]3CC[C@H]4CC(=O)CC[C@]4(C)[C@H]3CC[C@]12C)C(=O)O (some centres undefined)	0.1	110.0	111.0	-13.3	-60.6	2.2	-13.6	5.0	0.9
CCOC(=O)C(O)(c1ccc(N)c(OC)c1)C(F)(F)F (centres undefined)	-0.5	nt	nt	-0.4	20.6	-7.3	6.2	nt	0.4
CCOc1ccc(N=Cc2c(O)n(-c3cc(C)cc(C)c3)c(=O)[nH]c2=O)cc1	-0.9	?	?	-3.6	39.8	24.1*	16.7	-21.0	-0.2
CCOC(=O)CNC(=S)N1CC2C[C@@H](C1)Cn1c2cccc1=O	0.8	105.0	102.0	-12.5	nt	3.5	-9.3	7.0	0.5
O=C1/C(=C/c2ccc3c(c2)OCO3)N2CCC1CC2	-1.9	130.0	102.0	-1.9	7.0	6.6	30.9	10.0	0.2
Cc1cc(OCC(=O)N2C[C@H]3C[C@@H](C2)c2cccc(=O)n2C3)c2c(C)c(C)c(=O)oc2c1	0.6	101.0	102.0	-1.0	28.6	-4.5	0.9	4.0	-0.7
CCN1C(=O)C(=Cc2cc(C)n(C3CC3)c2C)C(=O)N(CC)C1=S	1.9	81.0	104.0	-0.7	-9.7	-9.2	21.0	-1.0	0.4

Source: PubChem
